procasp3 activ = activates human procaspase-3; P42574; 0.11% of 330,000 active; recombinant procaspase-3 D3A, Ac-DEVD-pNA absorbance 405 nm; activation, % at 8.5 µM; AID 463141;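 active means activation above the mean of all tested compounds plus 3 SD, cut at about 21% in these data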;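 further: 0% = DMSO alone and 100% = DMSO wells spiked with extra 5 µM PC-3 D3A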
Target sequence (P42574 whole entry D9A/D28A/D175A): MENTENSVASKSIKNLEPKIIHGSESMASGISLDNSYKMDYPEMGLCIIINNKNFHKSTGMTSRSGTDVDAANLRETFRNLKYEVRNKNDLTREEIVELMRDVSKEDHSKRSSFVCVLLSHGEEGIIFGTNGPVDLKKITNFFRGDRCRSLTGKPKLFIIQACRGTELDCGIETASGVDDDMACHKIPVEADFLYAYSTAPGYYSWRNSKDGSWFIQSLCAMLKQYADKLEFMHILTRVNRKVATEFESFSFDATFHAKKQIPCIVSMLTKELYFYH
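Test system: Procaspase-3 D3A mutant, all three cleavage aspartates alanine | Dosing: Single dose, 8.5 µM nominal compound, 0.8% DMSO | Schedule: 1 h preincubation, 2 h reaction | Technique: 405 nm absorbance of p-nitroaniline, reads at 0 and 120 min | Repeats: One well per compound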
procasp7 counter = activates human procaspase-7, counter-screen for procaspase-3 activators; activation, % at 8.5 µM; recombinant procaspase-7, Ac-DEVD-pNA absorbance 405 nm; D23A/D198A/D206A triple mutant, cannot self-cleave; scale: DMSO 0, 5 µM enzyme 100; P55210; 0.093% of 330,000 active;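 active means percent activation above the screen-wide mean plus 3 SD, cut at about 25% in these data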
Target sequence (P55210 whole entry D23A/D198A/D206A): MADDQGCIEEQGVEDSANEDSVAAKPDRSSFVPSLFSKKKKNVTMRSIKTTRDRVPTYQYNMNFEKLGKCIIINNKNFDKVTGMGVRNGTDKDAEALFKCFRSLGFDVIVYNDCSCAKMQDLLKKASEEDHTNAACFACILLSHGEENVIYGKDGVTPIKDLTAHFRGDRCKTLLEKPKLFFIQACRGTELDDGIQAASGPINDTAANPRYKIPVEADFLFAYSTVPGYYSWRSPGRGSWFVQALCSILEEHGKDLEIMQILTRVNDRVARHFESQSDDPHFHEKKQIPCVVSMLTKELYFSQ
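Assay system: Uncleavable procaspase-7 mutant enzyme / Input: 2 µM procaspase-7 mutant as dispensed / Dosing: single nominal 8.5 µM compound dose, 0.8% DMSO final / Timing: 1 h enzyme–compound preincubation and 2 h substrate reaction, both 25 °C / Detection: p-Nitroaniline absorbance at 405 nm, read at 0 and 120 min / Replication: singlicate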
JMJD2C inh = blocks human GASC-1 demethylase activity; GST-JMJD2C(1-420) H3K9me3 demethylation, DELFIA europium; Q9H3R0; 0.069% of 330,000 active; AID 2099; inhibition, % at 2.35 µM;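 active means more than half of a compound's replicate wells show inhibition beyond 50%, single wells judged on their own value; inconclusive means some, but no more than half, of replicates pass 50% inhibition; inactive means no replicate passes 50% inhibition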;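 further: signal counts dimethyl H3K9 product captured on neutravidin plate; 0% = median of DMSO wells and 100% = 0.3 times that DMSO median; strong numbers were not always called active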
Target sequence (Q9H3R0 1-420 limits assumed): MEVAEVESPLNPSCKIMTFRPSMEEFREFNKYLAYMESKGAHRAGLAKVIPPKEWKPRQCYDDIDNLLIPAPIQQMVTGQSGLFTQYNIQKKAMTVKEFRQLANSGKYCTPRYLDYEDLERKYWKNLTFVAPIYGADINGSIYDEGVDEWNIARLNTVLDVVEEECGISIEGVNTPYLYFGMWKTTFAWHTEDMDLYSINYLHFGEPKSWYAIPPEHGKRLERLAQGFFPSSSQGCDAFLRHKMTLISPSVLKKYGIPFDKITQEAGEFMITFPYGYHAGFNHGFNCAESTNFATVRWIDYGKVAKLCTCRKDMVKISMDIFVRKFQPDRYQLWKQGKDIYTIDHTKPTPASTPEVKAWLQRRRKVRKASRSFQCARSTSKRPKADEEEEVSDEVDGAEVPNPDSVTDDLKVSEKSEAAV
MEP2 TOR yeast = modulators of TOR pathway MEP2-GFP in S. cerevisiae | S. cerevisiae MEP2-GFP strain, flow cytometry GFP, 3 h; 100% = DMSO control level | GFP response vs DMSO, % at 10 µM | 0.51% of 330,000 active | AID 2016;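 active means GFP response versus DMSO above a set limit, roughly screen mean plus 3 SD, cut at about 180% in these data; inconclusive means fewer than 70 cells counted for a yeast strain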;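 further: median GFP fluorescence of the barcode-gated MEP2-GFP cells per well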
CR mimetic SO = lowers age-related superoxide in aged yeast cells; superoxide response (% of plate mean), % at 10 µM; S. cerevisiae aged cells, superoxide DHE fluorescence; active compounds read low; 0.18% of 330,000 active;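 active means superoxide response under a set limit, about three screen SD below normal, cut at about 65% in these data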;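 further: yeast aged for seven days with compound at 30 °C before DHE staining; 100% = average MFI of all compound-treated wells on the plate with controls excluded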
AHR act = human AHR activation; 2.5% of 320,000 active; P35869; activation, % at 5 µM; AHR-responsive luciferase reporter cells, luminescence; in the data active means activation above about 47%;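 further: 0% = vehicle wells and 100% = reference agonist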
LAP4 TOR yeast = modulators of TOR pathway LAP4-GFP in S. cerevisiae; S. cerevisiae LAP4-GFP multiplex, flow cytometry GFP, 3 h; median GFP as percent of DMSO wells; GFP response vs DMSO, % at 10 µM; 0.34% of 320,000 active;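 active means GFP response vs DMSO above a set limit, about the screen mean plus 3 SD, cut at about 150% in these data; inconclusive means under 70 cell events counted for the yeast strain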
RPL19A TOR yeast = modulators of TOR pathway RPL19A-GFP in S. cerevisiae | 0.3% of 330,000 active | S. cerevisiae RPL19A-GFP strain, flow cytometry, 3 h; active compounds read low | percent response vs DMSO, % at 10 µM | AID 2025;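 active means percent response vs DMSO below 50%; inconclusive means fewer than 70 events counted for the yeast strain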;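 further: median channel GFP fluorescence of the barcoded RPL19A-GFP strain; ratio of sample median GFP to plate DMSO average so 100% = DMSO; lower means less RPL19A-GFP as with rapamycin TOR inhibition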
An asterisk follows results filed as active; ? = inconclusive; · = not tested or not shown; & = joins results of further samples.

SMILES	procasp3 activ	procasp7 counter	JMJD2C inh	MEP2 TOR yeast	CR mimetic SO	AHR act	LAP4 TOR yeast	RPL19A TOR yeast
Cc1cccc2cc3c(N)c(C(=O)Nc4ccc(N5CCOCC5)cc4)sc3nc12	2	-5	-2	97	108	34	91	103
COc1ccc(F)cc1C(=O)C1CCCN(Cc2cccn2-c2ccccn2)C1 (centres undefined)	-3	2	-1	91	94	40	101	95
CCOC(=O)N1CCN(C(=O)CNC(=O)c2nn(-c3ccc(OC)cc3)c(=O)c3ccccc23)CC1	7	4	15	108	89	1	99	99
O=C(Nc1nc2ccc(S(=O)(=O)N3CCCCC3)cc2s1)c1ccncc1	7	3	5	100	87	8	100	98
CN(C)c1cncc(C(=O)O)c1	5	13	0	107	105	3	99	106
Cc1ccc(OCC(=O)N2CCc3ccccc3C2)c([N+](=O)[O-])n1	-1	6	2	93	101	6	101	97
CC12CN3CC(C)(CN(C1)C3c1ccc(Br)cc1)C2=O (centres undefined)	0	4	19	100	101	0	103	96
CC(C)CNc1oc(-c2ccco2)nc1C#N	0	-4	4	102	106	-5	105	100
Cc1ccc(C(=O)Nc2c(C)cc(-c3ccc(Cl)cc3)oc2=O)cc1	-7	-8	2	95	98	8	91	96
COc1ccc(S(=O)(=O)N2c3cc(Cl)ccc3Oc3nc4ccccc4nc32)cc1	-2	-10	-13	100	100	30	102	101

The last 3 records of the part before open the next one:
SMILES	procasp3 activ	procasp7 counter	JMJD2C inh	MEP2 TOR yeast	CR mimetic SO	AHR act	LAP4 TOR yeast	RPL19A TOR yeast
CC(C)CNc1oc(-c2ccco2)nc1C#N	0	-4	4	102	106	-5	105	100
Cc1ccc(C(=O)Nc2c(C)cc(-c3ccc(Cl)cc3)oc2=O)cc1	-7	-8	2	95	98	8	91	96
COc1ccc(S(=O)(=O)N2c3cc(Cl)ccc3Oc3nc4ccccc4nc32)cc1	-2	-10	-13	100	100	30	102	101
O=S(=O)(NC1CCCC1)c1cc(F)ccc1F	-2	4	6	108	96	12	90	106
N#CCC(=O)Nc1cc(C(F)(F)F)ccc1N1CCOCC1	-4	0	101	93	103	2	96	93
CCc1nnc(NC(=O)C2CCCCC2)s1	0	2	24	102	82	0	111	103
COc1ccccc1/C=C/C(=O)OCC(=O)Nc1ccc(Cl)cn1	-7	-10	10	106	92	1	105	104
CCOc1cc(C2C3=C(CCCC3=O)Nc3nc(C(=O)OC)nn32)ccc1OC (centres undefined)	2	1	5	98	123	2	98	99
COc1cc(=O)[nH]c(SC(C)C(=O)Nc2cc(C)on2)n1 (centres undefined)	1	2	1	111	108	-2	101	111
CC(=O)OCCn1c(=O)c2cc3c(=O)n(CCOC(C)=O)c(=O)c3cc2c1=O	9	4	8	99	131	-1	104	109
O=C(/C=C/c1ccc2c(c1)OCO2)c1ccccn1	-10	-20	0	91	101	9	96	94
CCn1nc(C(=O)NNC(=O)C2CSC3(C)CCC(=O)N23)c2ccccc2c1=O (centres undefined)	10	9	5	93	120	-2	96	91
O=C(Nc1ccc(Cl)cc1)c1ccc(OCC2CCCO2)cc1 (centres undefined)	6	2	-1	110	95	12	101	103

Whole records from above:
Profile of `CC(=O)OCCn1c(=O)c2cc3c(=O)n(CCOC(C)=O)c(=O)c3cc2c1=O` = procasp3 activ = 9; procasp7 counter = 4; JMJD2C inh = 8; MEP2 TOR yeast = 99; CR mimetic SO = 131; AHR act = -1; LAP4 TOR yeast = 104; RPL19A TOR yeast = 109
Profile of `O=C(Nc1ccc(Cl)cc1)c1ccc(OCC2CCCO2)cc1` (centres undefined) = procasp3 activ = 6; procasp7 counter = 2; JMJD2C inh = -1; MEP2 TOR yeast = 110; CR mimetic SO = 95; AHR act = 12; LAP4 TOR yeast = 101; RPL19A TOR yeast = 103

(cont.)
SMILES	procasp3 activ	procasp7 counter	JMJD2C inh	MEP2 TOR yeast	CR mimetic SO	AHR act	LAP4 TOR yeast	RPL19A TOR yeast
CCCCn1c(SCC(=O)Nc2cccc(OC)c2)nc2ccc(N3CCOCC3)cc2c1=O	-7	-4	0	117	97	12	103	103
C=CCNC(=O)c1ccc2nccnc2c1	1	2	-9	97	80	0	97	97
O=C(COC(=O)C1CCN(S(=O)(=O)c2ccc3c(c2)OCCO3)CC1)Nc1cc(C(F)(F)F)ccc1Cl	-1	13	2	103	91	-1	104	102
CCOCCn1c(CN2CCOCC2)nc2c1c(=O)[nH]c(=O)n2C	2	5	2	90	90	-2	96	89
C=CC(COCc1ccccc1)N(Cc1ccc(OC)cc1)S(=O)(=O)c1ccccc1Br (centres undefined)	-2	4	0	88	91	2	101	98
CCN1CCN(C(=O)CCc2nnc(CCc3ccc(OC)cc3)o2)[C@@H](C)C1=O	·	·	3	98	95	·	65	103
COc1ccc(C(=O)Nc2ccc(NC(=O)c3cccs3)cc2)cc1Cl	10	8	-1	120	97	-6	95	117
Cc1ccc(S(=O)(=O)N2CCN(C3CCC(c4ccccc4)CC3)CC2)cc1 (centres undefined)	2	3	16	101	95	-1	94	96
CCN1C(=O)C(CC(=O)Nc2ccc(F)cc2)N(Cc2ccc3c(c2)OCO3)C1=S (centres undefined)	0	-1	181	118	96	2	102	108
O=C(Nc1ccccc1C(F)(F)F)c1cc2ccccc2o1	1	4	3	103	95	3	88	102
O=C(C1=NN[C@@H]2C(=O)N(c3cccc(F)c3)C(=O)[C@H]12)c1ccc2ccccc2n1	-12	-11	-3	100	149	99*	90	101
COc1ccc(S(=O)(=O)N2CCCN(S(=O)(=O)c3ccc(OC)c(C)c3)CC2)cc1C	3	4	5	103	99	0	77	117
CCN1CCc2c(OCC(=O)N3CCc4ccccc43)cccc2C1=O	-2	-1	-4	97	99	8	95	95
Cc1ccc(NC(=O)Nc2ccc(F)c(Cl)c2)cc1	-7	3	?	103	106	3	109	96
COc1ccc(C(C(=O)NC(C)(C)C)N(C(=O)CCC(=O)Nc2cc(C)on2)c2cccc(C)c2C)cc1 (centres undefined)	-9	3	2	103	109	2	99	102
Cc1ccc(S(=O)(=O)CCC(=O)Nc2nc(C(C)(C)C)cs2)cc1	9	4	1	103	83	0	100	96
CCCSc1nnc(CNC(=O)C23CC4CC(CC(C4)C2)C3)n1Cc1ccccc1	6	12	-11	103	96	-2	102	105
COc1ccc(OC)c(-n2c(=S)[nH]c3cc(C(=O)N4CCN(c5ccccc5)CC4)ccc3c2=O)c1	3	5	-6	98	106	-1	110	98
COc1ccc(C2C(C#N)=C(N)N(c3ccccc3)C3=C2C(=O)CCC3)cc1Cn1cc([N+](=O)[O-])cn1 (centres undefined)	4	4	·	105	86	-1	101	95
COc1cccc(NC(=S)N(CCN2CCCCC2)Cc2ccco2)c1	-1	-13	-24	87	77	1	96	91
CC(C)CNC(=O)c1cccc(NC(=O)COc2ccc([N+](=O)[O-])cc2)c1	0	3	-2	98	87	1	98	97
Cc1ccc(C(=O)CN(C(=O)c2ccc(Cl)c(Cl)c2)N2C(=O)C3C4C=CC(C4)C3C2=O)cc1 (centres undefined)	3	5	39	95	121	-1	98	98
CN(CC1CCCN(CCc2ccc(Cl)cc2)C1)C(=O)c1ccco1 (centres undefined)	-5	-2	-28	93	90	2	93	94
CC(=O)Nc1ccc(S(=O)(=O)N2CCN(Cc3ccccc3[N+](=O)[O-])CC2)cc1	-5	-12	2	105	101	7	96	101
COC(=O)c1nn(Cc2ccccc2)c(=O)c2ccccc12	8	3	35	115	80	-3	103	103
COc1ccc(N2C(S)=C(C#N)C(=O)NC2c2ccc(OC)c(OC)c2)cc1 (centres undefined)	-17	-12	-17	95	110	2	90	97
CCCN(CC1CC1)c1nc(C)nc(Nc2c(Cl)cc(Cl)cc2Cl)c1Cl	-1	2	-6	98	102	-2	110	103
COc1ccccc1NC(=O)CSc1nnc(COc2ccc(Cl)cc2)n1Cc1ccco1	3	18	149&2	103	109	-1	96	99
NS(=O)(=O)c1cccnc1Nc1cccc(C(F)(F)F)c1	1	6	3	101	97	6	105	104
CC(NC(=O)Cc1ccc(-c2ccccc2)cc1)c1ccccc1 (centres undefined)	-7	-10	-24	93	104	-1	84	95
O=C(/C=C\Nc1cccc(F)c1)c1ccc2c(c1)OCO2	-8	-1	-3	97	96	-12	99	94
CCN(C(=O)COC(=O)c1cc(OC)c(OC)cc1[N+](=O)[O-])C1CCS(=O)(=O)C1 (centres undefined)	1	13	-4	101	113	1	98	108
COc1ccc(/C=N/NC(=O)CN2CCCc3ccccc32)c(OC)c1	11	-1	3	91	98	19	85	93
CC1Sc2ccc(S(=O)(=O)N3CCC(C(N)=O)CC3)cc2NC1=O (centres undefined)	5	1	12	104	96	-1	99	90
O=C(Cc1ccc(Br)cc1)NCCCn1ccnc1	3	2	6	104	95	6	88	103
Cc1ccc2sc(N(CCCN(C)C)C(=O)c3ccc(S(=O)(=O)N(C)Cc4ccccc4)cc3)nc2c1C	-3	-4	?	92	102	-3	79	88
CC(=O)N1CCN(C(=S)NC(=O)c2ccc(F)cc2)CC1	4	-3	-4	104	85	0	98	99
CC(C)NC(=O)CSc1nc2sccc2c(=O)n1-c1ccccc1	2	-11	7	102	119	3	99	106
CCC(C)NC(=O)C1CC(=O)N(CCc2ccc(F)cc2)C1 (centres undefined)	6	-10	-8	107	106	-1	96	102
C=CCn1c(SCc2c(F)cccc2Cl)nnc1-c1ccco1	0	0	7	106	89	-1	108	103
Cc1sc2nc(C3CC3)nc(N3CCN(C(=O)c4ccccc4F)CC3)c2c1C	-5	1	-7	?	105	3	?	?
Cc1cccc(NC(=O)c2cccc(NC(=O)Cc3cccs3)c2)c1	7	4	4	102	101	3	105	105
NC(=O)C1CCN(CC(=O)Nc2ccccc2Sc2ccc(Cl)cc2)CC1	5	7	-2	106	101	9	94	102
CC(C)(O)C#Cc1ccc(C(=O)N2CCN(C(=O)c3ccco3)CC2)cc1	-2	9	-8	106	102	1	109	107
Cc1ccc(OCCn2c(CCNC(=O)C(C)C)nc3ccccc32)cc1	-4	-1	26	99	99	10	90	98
O=C(N/N=C/c1ccc2ncccc2c1)c1ccco1	6	-14	4	102	94	6	88	97
CCN(CC)c1ccc(/C=N/NC(=O)c2ccoc2C)c(O)c1	-98	-100	-5	96	82	-6	104	99
COc1ccc(/C=N/NC(=O)CCn2c3ccccc3c3ccccc32)cc1O	-2	-5	-5	101	96	6	98	102
O=[N+]([O-])c1cc(-c2ccn[nH]2)ccc1Cl	5	-2	-26	98	94	-2	109	93
CCOc1cc(C(=O)Nc2ccc(N3CCN(C(C)=O)CC3)cc2)cc(OCC)c1OCC	-2	4	11	94	101	3	81	91

(list continues)
SMILES	procasp3 activ	procasp7 counter	JMJD2C inh	MEP2 TOR yeast	CR mimetic SO	AHR act	LAP4 TOR yeast	RPL19A TOR yeast
CC1=C(C)C(O)N(Cc2ccccc2)C1=O (centres undefined)	5	7	5	100	105	-1	79	102
CCOc1ccc(C(=O)NCC(=O)OCc2c(C)noc2C)cc1OCC	-5	6	-16	103	109	3	97	100
CCN(CC)S(=O)(=O)c1cc(OCC(N)=O)c(C)cc1Cl	2	9	15	100	103	1	89	102
CCCCC(=O)O[C@]1(C(=O)CO)CC[C@H]2[C@@H]3CCC4=CC(=O)CC[C@]4(C)[C@H]3[C@@H](O)C[C@@]21C	1	1	11	100	102	10	122	98
CCOC(=O)CCn1c(=O)c2c(nc(Br)n2Cc2ccccc2)n(C)c1=O	-1	-5	-1	96	96	0	102	98

From PubChem
